Bioassay records (PubChem BioAssay)
IMPase Li cell – membrane-permeable IMPase blocker, potentiated with lithium. CHO-M1 cells, IP1 TR-FRET (IP-One), carbachol + lithium. Potency, µM (top dose mostly 59.4 µM), without a hit: top-dose activity, negative = IMPase inhibition, usual class: inhibitors. 210,000 tested, 0.35% active;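 also: IP1 builds up when IMPase is blocked and the TR-FRET signal falls; plate controls were basal vehicle for no effect and high inhibitor control for full effect; nearly all actives have a fitted effect of over 50% in size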
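IP1 accumulation measured by competitive TR-FRET in lysed CHO-M1 cells after 30 min compound exposure at 37C, with a small lithium addition to potentiate weak responses. Hill-equation AC50 from ratio and donor-channel data.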
RGS12 GoLoco inh – blocks human Gai1 binding to RGS12 GoLoco peptide, red readout | P63096 | 230,000 tested, 0.44% active | Gai1:RGS12 GoLoco peptide FP, rhodamine, 10 min | Potency, µM (top dose mostly 61.6 µM), without a hit: at the top dose activity, negative = inhibition, usual class: inhibitors; active = well fitted inhibition curve with a large enough effect, not every such curve was filed as active; inactive = no such curve, though single readings can be large or run the other way; also: % is scaled to controls: 0 for no effect and ±100 for the full control effect; nearly all actives have a fitted effect of over 30% in size; many of its hits are not listed in these tables
Target sequence (P63096 whole entry, looked up): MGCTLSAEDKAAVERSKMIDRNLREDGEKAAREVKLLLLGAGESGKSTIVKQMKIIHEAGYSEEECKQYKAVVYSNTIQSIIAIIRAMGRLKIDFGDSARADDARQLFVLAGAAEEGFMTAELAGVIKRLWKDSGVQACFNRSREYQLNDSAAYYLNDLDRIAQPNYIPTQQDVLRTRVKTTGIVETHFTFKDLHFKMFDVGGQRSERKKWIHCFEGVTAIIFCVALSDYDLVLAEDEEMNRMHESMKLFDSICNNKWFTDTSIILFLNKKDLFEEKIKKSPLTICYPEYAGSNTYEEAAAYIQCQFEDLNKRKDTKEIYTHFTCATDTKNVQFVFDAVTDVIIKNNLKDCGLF
RECQ1 inh – blocks DNA unwinding by human RECQ1; AID 2549; 240,000 tested, 0.54% active; Potency, µM (doses to about 57.3 µM), without a hit: at the top dose activity, negative = inhibition, usual class: inhibitors; RECQ1 DNA unwinding, red fluorescence kinetic read; P46063;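 also: plate controls were vehicle for no effect and no enzyme for full effect; nearly all actives have a fitted effect of over 30% in size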
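RECQ1T1 50 nM; forked duplex (20 bp + 30-nt ss tails) 200 nM, ATP 2 mM final; pH 8.0, 2 mM MgCl2, 2.5 ug/ml poly(dI-dC); 15 min compound preincubation; discontinuous kinetic read over 2 h at RT.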
NPSR antag – neuropeptide S receptor (human) antagonism, cAMP | Q6W5P4 | CHO-NPSR cells, cAMP TR-FRET, antagonist mode | Potency, µM (highest dose often 38.3 µM), without a hit: top-dose activity change, negative = inhibition, actives largely listed as inhibitors | 220,000 tested, 1% active | AID 1461; also: % is scaled to controls: 0 for no effect and ±100 for the full control effect; nearly all actives have a fitted effect of over 50% in size; many of its hits are not listed in these tables
Target sequence (Q6W5P4 whole entry, looked up): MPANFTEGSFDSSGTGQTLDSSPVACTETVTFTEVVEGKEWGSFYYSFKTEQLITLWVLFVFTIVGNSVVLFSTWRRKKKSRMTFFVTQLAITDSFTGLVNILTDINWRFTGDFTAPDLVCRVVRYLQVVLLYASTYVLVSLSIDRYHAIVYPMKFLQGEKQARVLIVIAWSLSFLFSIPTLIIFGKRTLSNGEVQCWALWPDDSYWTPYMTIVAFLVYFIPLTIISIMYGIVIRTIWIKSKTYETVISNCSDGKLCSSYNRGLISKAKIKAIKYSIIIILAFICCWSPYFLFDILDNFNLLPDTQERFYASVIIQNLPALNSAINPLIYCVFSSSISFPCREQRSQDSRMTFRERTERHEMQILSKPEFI
SMN2 splice up – increases expression of the SMN2 splice variant; HEK293 SMN2-luciferase splicing reporter, luminescence, 30-36 h; Potency, µM (highest dose often 46.1 µM), without a hit: top-dose activity change, positive = activation, hits mostly activators; 210,000 tested, 2.8% active; also: % of control where 0% means no effect; nearly all actives have a fitted effect of over 55% in size
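qHTS luciferase splicing reporter: luminescence rises when SMN2 exon 7 is included in transfected HEK293 cells. Compound exposure lasted 30-36 h at 37C, with 4.5 mM final sodium butyrate as control, followed by a ONE-Glo read.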
Luc counter – Kinase-Glo luciferase inhibition (counter-screen); AID 1379; Potency, µM (series often up to 38.3 µM), for the others: at the top dose activity change, negative = inhibition, most hits filed as inhibitors; Q27757; Kinase-Glo luciferase, ATP luminescence, 8 min; 200,000 tested, 0.28% active; also: % is scaled to controls: 0 for no effect and ±100 for the full control effect; nearly all actives have a fitted effect of over 60% in size
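Luminescence was the read-out, taken after 8-minute incubation at ambient temperature. Luciferase turned over luciferin with 10 uM ATP in imidazole pH 7.2 buffer containing KCl, MgCl2, Tween 20 and BSA.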
KDM4E inh – JMJD2E (human) inhibition; JMJD2E catalytic domain, FDH-coupled NADH fluorescence (FDH is formaldehyde dehydrogenase); Potency, µM (top dose mostly 57.1 µM), inactives show top-dose activity change, negative = inhibition, most hits filed as inhibitors; 230,000 tested, 1.6% active; AID 2147; active = well fitted inhibition curve with a large enough effect, not every such curve was filed as active; inconclusive = small, poorly fitted or top-dose-only effect, or another doubt; inactive = no such curve, though single readings can be large or run the other way;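 also: 0% = wells with enzyme and -100% = buffer wells without enzyme; nearly all actives have a fitted effect of over 50% in size; many of its hits are not listed in these tables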
Target sequence (B2RXH2 1-337 limits assumed): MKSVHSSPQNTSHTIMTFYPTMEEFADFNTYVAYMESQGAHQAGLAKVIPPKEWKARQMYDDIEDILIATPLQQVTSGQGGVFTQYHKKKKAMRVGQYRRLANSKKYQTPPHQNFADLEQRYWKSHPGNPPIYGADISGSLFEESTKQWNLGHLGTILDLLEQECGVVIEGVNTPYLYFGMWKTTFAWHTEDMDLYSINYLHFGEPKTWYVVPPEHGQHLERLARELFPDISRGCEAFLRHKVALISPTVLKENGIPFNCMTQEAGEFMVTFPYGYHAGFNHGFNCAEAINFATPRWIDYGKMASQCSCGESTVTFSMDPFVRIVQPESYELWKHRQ
Epigenetic reg – regulators of epigenetic silencing causing reporter derepression in mouse cells; Potency, µM (top dose mostly 53.9 µM), for inactives: at the highest dose GFP activation, usual class: activators; AID 1865; murine LDR cells, GFP reporter derepression, 30 h; 280,000 tested, 0.2% active; also: % of control where 0% means no effect; nearly all actives have a fitted effect of over 60% in size
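Derepression of a silenced CMV-GFP reporter in murine LDR cells is scored by enumerating GFP-positive cells with a laser-scanning microplate cytometer after 30 hours of treatment at 37 C.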
Starred values were filed as active, the others as inactive; i = inactive; ? = inconclusive; · = no result given; & = joins results of further samples; [ ] = another dose, or the depositor's remark. Unless noted, calls follow the shape of the dose curve; as a rule, active = well fitted curve in the direction sought with a large enough effect; inconclusive = small, poorly fitted or top-dose-only effect, or another doubt; inactive = no such curve, though single readings can be large; an effect the other way counts as inactive or inconclusive. Potency is read from the fitted curve at half-maximal effect. Only part of the results is shown; count on the stated rates, not on these rows.

Values run as follows: RGS12 GoLoco inh, RECQ1 inh, IMPase Li cell, KDM4E inh, SMN2 splice up, Luc counter, Epigenetic reg, NPSR antag
Cc1cc(NS(=O)(=O)c2ccc(NC(=O)CSc3nc4sc(C)c(C)c4c(=O)[nH]3)cc2)no1
 : 7%, -10%, -6%, 2%, -11%, 4%, -6.7%, 10%
COc1ccc(CCNC(=O)C(=O)NCCOc2ccccc2)cc1OC
 : 4%, -10%, -5%, 3%, -7%, 4%, 0.0%, 11%
Cc1ccc(S(=O)(=O)N(C)CC(=O)OCC(=O)N2CCCC2=O)cc1
 : -6%, -20%, -4%, 4%, 7%, 2%, -0.3%, 5%
C=CCC(C#Cc1ccccc1)N(C)C (stereo unspecified)
 : 7%, i, -1%[38.3 µM], -2%, -13%, -2%, 3.7%, 18%[7.67 µM]
O=[N+]([O-])c1ccc(Nc2ccc(N3CCOCC3)cc2)c([N+](=O)[O-])c1
 : 1%, -15%, 12%, -6%, -11%, -11%, 2.3%, -20%
O=C(CSc1n[nH]c(-c2ccncc2)n1)c1ccccc1
 : 6%, 6%, 13%[38.3 µM], -1%, -9%, 2%, 6.5%, -7%[46.1 µM]
CC1(C)CC(=O)C(CC2CCCCC2=O)C(=O)C1 (stereo unspecified)
 : -1%, -1%, ·, -1%, ·, ·, 0.2%, -18%
CCN(CC)CCCN1C=C2C(=O)C(C)(OC(=O)C3CCCC3)C(=O)C=C2C=C1c1ccsc1 (stereo unspecified)
 : 4%[14.2 µM], -11%[11.5 µM], -7%, ?, 6%[9.22 µM], -6%[7.66 µM], -2.4%, 6%
Cc1ccc(OCCn2c(CCCO)nc3ccccc32)cc1
 : -17%, -12%, -3%[38.3 µM], -7%, -12%, 0%, 0.6%, 15%[46.1 µM]
O=C(N/N=C/c1cccnc1)C1CCCN(S(=O)(=O)c2ccccc2)C1 (stereo unspecified)
 : 2%, -10%, 9%, -8%, 6%, 2%, -0.9%, -12%[46.1 µM]
NC(=O)c1oc2ccccc2c1NC(=O)c1nc2ccccc2s1
 : 5%, -2%, -2%[38.3 µM], ?, 1%, -2%, 0.8%, -9%[46.1 µM]
Cc1ccsc1C(=O)OCC(=O)c1cc2ccccc2o1
 : 5%, -21%, -8%[38.3 µM], -7%, -6%, 1%, 2.6%, -17%[46.1 µM]
NC(=O)c1ccc(NC(=S)NCc2ccco2)cc1
 : 4%, -4%, -1%, -1%, -9%, 4%, 1.1%, 1%
CC1=NN(c2ccc(Cl)c(C(=O)O)c2)C(=O)C1
 : 7%, 9%, 5%, ?, 2%, 0%, -0.1%, 17%
CCn1cc(CNC(=O)/C=C/c2ccc([N+](=O)[O-])cc2)c(C)n1
 : 6%, -7%, 4%[38.3 µM], -5%, 3%, -2%, 1.3%, -5%[46.1 µM]
CCC(=O)N1c2ccc(S(=O)(=O)CCC(=O)NCCC3=CCCCC3)cc2CC1C (stereo unspecified)
 : -7%, -7%, -2%[38.3 µM], 8%, 4%, 0%, 0.0%, -14%[46.1 µM]
CN1C(=O)CC(n2c(CO)nc3ccccc32)C1=O (stereo unspecified)
 : -6%, -4%, 4%[38.3 µM], 0%, 13%, -3%, 0.0%, 1%[46.1 µM]
Cn1cccc1C(=O)N1CCC2(CC1)CCN(c1ccccc1)CC2
 : 5%, -7%, 11%, ·, -26%, -1%, ·, ·
COc1ccccc1/C=C/C(=O)Nc1nc(N)n(-c2ccccc2)n1
 : 2%, -3%, ·, 6%, ·, ·, 0.0%, 10%
c1cncc(-c2nnc3n2N=C(c2cccs2)CS3)c1
 : 8%, -1%, 25%[38.3 µM], -3%, 19%, -2%, 0.9%, -17%[46.1 µM]
S=C(NCC1CCCO1)Nc1cc(Cl)c(Cl)cc1Cl (stereo unspecified)
 : 6%, 9%, 4%, -6%, 14%, -1%, 1.1%, -43%
COc1ccc(-c2nc3c(c4c2C[C@H](c2ccccc2)OC4)CN(S(=O)(=O)c2ccc(Cl)c4nonc24)CC3)c(C)c1
 : 8%[14.2 µM], -6%[11.5 µM], 3%, -9%[11.4 µM], 13%[9.22 µM], -7%[7.66 µM], ·, ·
CCN1/C(=C2\C(=O)N(C)C(=S)N2C)C=Cc2ccccc21
 : 8%, -3%, 36%[activator], ?, -17%, ?, 1.0%, -47%
O=C(Cn1cnc2ccccc2c1=O)Nc1ccc(S(=O)(=O)N2CCOCC2)cc1
 : 2%, i, -5%, -7%, 12%, -2%, 0.0%, -3%
O=C(COc1ccccc1)NCc1nnc(SCC(=O)Nc2nccs2)n1-c1ccccc1
 : 0%, -9%, -2%[38.3 µM], 10%, -7%, -2%, -5.0%, -4%[46.1 µM]
NC(=S)NC1CC2CC1C1C=CCC21 (stereo unspecified)
 : 3%, i, ·, -1%, ·, ·, -5.4%, -25%
CC(=O)Oc1ccccc1-n1c(C)nc(=O)c(-c2ccccc2)c1C
 : 1%, 19%, ·, -1%, ·, ·, -1.9%, 14%
CCOC(=O)C1CCN(c2c(Nc3ccc(C)c(C)c3)c(=O)c2=O)CC1
 : -2%, 1%, ·, 6%, ·, ·, -0.9%, -8%
COc1ccccc1CNC(=S)NCCc1ccccc1
 : 11%, i, 6%, 4%, 19%, 2%, -0.8%, 5%
NC(=O)CSc1nc2ccccc2n1-c1ccccc1
 : 3%, -3%, 3%, -4%, -8%, -1%, -2.0%, 3%[46.1 µM]
Clc1ccc(C(c2ccccc2Cl)C(Cl)Cl)cc1 (stereo unspecified)
 : 10%&10%&3%&1%, -8%&-17%, 10%&26%&19%, ?, -12%&0%&-16%, -2%&-7%, 0.0%&-1.3%, -11%[46.1 µM]
Cc1cccc(C2c3[nH]c4ccccc4c3CCN2Cc2cnn(-c3ccc(F)cc3)c2)n1 (stereo unspecified)
 : 1%, -8%, 20%, -10%, ·, 0%, 1.2%, 30%
N#C/C(=C1/C(=O)Nc2ccc(Br)cc21)c1ccccn1
 : 6%, -1%, 20%, 16%, 4%, -4%, 0.9%, -23%
COc1ccccc1CN1CC2(CCN(C(=O)c3ccncc3)CC2)C1
 : 3%, -1%, 29%, ·, -13%, -1%, ·, ·
COc1ccc(/C=C/C(=O)c2ccccc2)cc1COc1ccc(F)cc1
 : 7%, 1%, -19%[38.3 µM], -3%, -19%, -2%, 1.5%, -26%[46.1 µM]
CCOC(=O)C1C(=O)C=C(c2ccc(Br)cc2)CC1c1ccco1 (stereo unspecified)
 : -13%, -16%, -12%[38.3 µM], 1%, -56%[inhibitor], -5%, -0.9%, -24%[46.1 µM]
COc1ccc(Cl)cc1NC(=O)NC(C)C(C)(C)C (stereo unspecified)
 : 6%, -9%, ·, 3%, ·, ·, 1.3%, 30%
Cc1ccc(C(=O)N2CCN(c3ccc(NC(=O)c4ccc(Br)o4)cc3)CC2)cc1
 : 72%[activator], -7%, 37%[activator][38.3 µM], -1%, -87%[inhibitor], -4%, 1.0%, -28%[46.1 µM]
N/C(=N\OC(=O)c1cccc(Cl)c1)c1ccncc1
 : 3%, i, 11%, -5%, ·, -7%, 1.4%, 0%
COc1ccc(NC(=O)COc2ccccc2)c(OC)c1
 : -13%, -15%, 15%[38.3 µM], -5%, 21%, 2%, -1.1%, -18%[46.1 µM]

Quoted from the entries so far, four compounds:
Values run as follows: RGS12 GoLoco inh, RECQ1 inh, IMPase Li cell, KDM4E inh, SMN2 splice up, Luc counter, Epigenetic reg, NPSR antag
COc1ccc(Cl)cc1NC(=O)NC(C)C(C)(C)C (stereo unspecified)
 : 6%, -9%, ·, 3%, ·, ·, 1.3%, 30%
Cc1ccc(C(=O)N2CCN(c3ccc(NC(=O)c4ccc(Br)o4)cc3)CC2)cc1
 : 72%[activator], -7%, 37%[activator][38.3 µM], -1%, -87%[inhibitor], -4%, 1.0%, -28%[46.1 µM]
N/C(=N\OC(=O)c1cccc(Cl)c1)c1ccncc1
 : 3%, i, 11%, -5%, ·, -7%, 1.4%, 0%
COc1ccc(NC(=O)COc2ccccc2)c(OC)c1
 : -13%, -15%, 15%[38.3 µM], -5%, 21%, 2%, -1.1%, -18%[46.1 µM]

The listing continues:
Values run as follows: RGS12 GoLoco inh, RECQ1 inh, IMPase Li cell, KDM4E inh, SMN2 splice up, Luc counter, Epigenetic reg, NPSR antag
O=C(COC(=O)CC1CC2CCC1C2)Nc1cc([N+](=O)[O-])ccc1F (stereo unspecified)
 : -11%, i, 2%, -1%, 4%, 2%, -1.6%, 6%
COc1ccc(OC(C)C(=O)NCc2cccnc2)cc1 (stereo unspecified)
 : 4%, -3%, 29%[38.3 µM], -1%, ?, 0%, -0.2%, -1%[46.1 µM]
Cc1ccc(S(=O)(=O)Nc2ccc(S(=O)(=O)Nc3cc(C)nc(C)n3)cc2)cc1
 : 20%, 16%, -1%, ?, 2%, 0%, -1.8%, 4%
CCOc1ccc(S(=O)(=O)NN2Cc3ccccc3C2=N)cc1
 : 1%, i, -2%, 2%, -1%, 0%, 3.0%, 12%
Cn1c2c(c(=O)n(C)c1=O)CN(CCCN1CCOCC1)CN2
 : -1%, 0%, 21%[38.3 µM], 4%, -2%, -2%, 0.0%, 7%[46.1 µM]
O=C1C(Cl)=C(NCC2CCCO2)C(=O)N1CCc1ccccc1 (stereo unspecified)
 : 2%, -13%, -1%[38.3 µM], -1%, 13µM*, 0%, 3.8%, -9%[46.1 µM]
CSc1ccccc1NC(=O)C(=O)c1c[nH]c2ccccc12
 : 0%, -12%, -3%, -5%, ?, 0%, 1.1%, -36%
COc1ccc2c(c1)N(C[C@@H](C)CN(C)C)c1ccccc1S2
 : 7%[21.6 µM], -8%[25.9 µM], 16%, -9%[25.5 µM], -11%[20.6 µM], -1%[17.1 µM], 1.4%[16.9 µM], ·
O=C(COC(=O)CNC(=O)C12CC3CC(CC(C3)C1)C2)Nc1ccccc1
 : 3%, -4%, 0%[38.3 µM], 7%, -1%, 1%, 0.0%, -7%[46.1 µM]
CC(=O)N1CC=CC1(CC(C)C)C(=O)NCCN1CCOCC1 (stereo unspecified)
 : 0%, -5%, 5%, 5%, ?, -1%, 15%, 7%
